Compound activity (PubChem BioAssay)
Rab9 promoter act = qHTS Assay for Rab9 Promoter Activators | Huh7 Rab9 promoter-luciferase reporter, luminescence, 24 h | Potency, µM (doses to about 9.22 µM), inactives show at the top dose activation, negative = inhibition, hits mostly activators | 2.8% of 320,000 active | AID 485297, 2010; further: potency means the concentration at half of the fitted maximal effect; % of control where 0% means no effect; nearly all actives have a fitted effect of over 60% in size
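Huh7 reporter line, Rab9 promoter upstream of luciferase. Compound exposure 24 h at 37 °C in reduced-serum medium with 10% FBS. Read-out: luminescence.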
KCNH2 3.1 block = qHTS for Inhibitors of KCHN2 3.1: Mutant qHTS; 0.95% of 340,000 active; activity change, % (tested at about 1.8 µM); Potassium voltage-gated channel subfamily H member 2, brain isoform KCNH2 3.1 (human); AID 720553, 2013; U2OS KCNH2 3.1, thallium flux FluxOr; active compounds read low;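 active means maximum activity change below -70%; inconclusive means maximum activity change from -70% to -50%; inactive means maximum activity change above -50%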;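 further: thallium influx rate constant from kinetic fluorescence after stimulation buffer; on the % scale 0 is the no-effect control and ±100 the full control effect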
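Normalized rate constant (relative to positive and negative DMSO controls) derived from a 2 min kinetic fluorescence read after stimulation; U2OS cells expressing the 3.1 isoform via virus at 1.77 x 10^8 /mL.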
Gal4-VP16 FLuc = VP16 counterscreen qHTS for inhibitors of ROR gamma transcriptional activity | Drosophila S2 Gal4-VP16 UAS-luciferase, luminescence, 20 h | Potency, µM (titrated, usually from 53.6 µM), without a hit: at the highest dose activity, negative = inhibition, usual class: inhibitors | 3.5% of 310,000 active | AID 2546, 2010;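 further: Gal4-VP16 expression switched on by copper sulfate through the metallothionein promoter; potency means the concentration at half of the fitted maximal effect; on the % scale 0 is the no-effect control and ±100 the full control effect; nearly all actives have a fitted effect of over 50% in size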
ELG1 genotox = qHTS screen for small molecules that induce genotoxicity in human embryonic kidney (HEK293T) cells expressing luciferase-tagged ELG1 | HEK293T ELG1-luciferase reporter, luminescence, 16 h | 1.3% of 330,000 active | Potency, µM (doses to about 46 µM), inactives show at the top dose activity change, positive = activation, actives largely listed as activators; further: potency means the concentration at half of the fitted maximal effect; % of control where 0% means no effect; nearly all actives have a fitted effect of over 60% in size
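After overnight (16 hr) compound treatment at 37 °C, ELG1-luciferase HEK293T cells were lysed with ONE-Glo; luminescence quantified 30 min later at room temperature.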
Coupling enz = qHTS Assay for Inhibitors of Fructose-1,6-bisphosphate Aldolase from Giardia Lamblia: Coupling assay counterscreen; coupling enzyme system counterscreen, AmpLite Red fluorescence; activity change, negative = inhibition, % at 58.2 µM, hits read low; 0.67% of 290,000 active; AID 2472, 2010; in the data active means activity change below about -30%; further: on the % scale 0 is the no-effect control and ±100 the full control effect
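First, compound is pin-transferred into glyceraldehyde-3-phosphate coupling-enzyme reagent at 57.5 uM final and held 10 min at RT. Next, substrate, coupling system and AmpLite Red are added. After 20 min RT, fluorescence (525/598 nm) is read.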
uPA surface inh = qHTS for Inhibitors of Cell Surface uPA Generation | cell surface uPA generation assay, qHTS | Potency, µM (top dose mostly 38.3 µM), for the others: at the highest dose activity change, negative = inhibition, actives largely listed as inhibitors | 0.31% of 330,000 active; active means well fitted inhibition curve with a large enough effect; inconclusive means small, poorly fitted or top-dose-only effect; inactive means no such curve, though single readings can be large or run the other way; tested in mouse RAW 264.7 cells; further: potency means the concentration at half of the fitted maximal effect; on the % scale 0 is the no-effect control and ±100 the full control effect; nearly all actives have a fitted effect of over 55% in size
NPC1 prom act = qHTS Assay for NPC1 Promoter Activators; 2.4% of 320,000 active; Potency, µM (series often up to 9.22 µM), for the others: at the top dose activation, most hits filed as activators; Huh7 NPC1 promoter luciferase reporter, 24 h;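 further: potency means the concentration at half of the fitted maximal effect; % of control where 0% means no effect; nearly all actives have a fitted effect of over 60% in size; reporter is driven by a mutant NPC1 promoter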
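Luminescence from an NPC1 promoter-driven luciferase reporter in stably transfected Huh7 cells was measured after 24 h compound treatment at 37 °C, followed by 10 min ambient incubation with luciferase detection reagent.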
Tb PFK inh = qHTS Assay to Find Inhibitors of T. brucei phosphofructokinase; ATP-dependent 6-phosphofructokinase (Trypanosoma brucei brucei), O15648; T. brucei PFK, ADP-Glo luminescence; Potency, µM (doses to about 57.5 µM), for the others: at the top dose activity, negative = inhibition, hits mostly inhibitors; 0.17% of 330,000 active; AID 485367, 2010;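 further: potency means the concentration at half of the fitted maximal effect; 0% = uninhibited 1x PFK enzyme wells and -100% = no-enzyme wells; nearly all actives have a fitted effect of over 60% in size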
Target sequence (O15648 whole entry, looked up): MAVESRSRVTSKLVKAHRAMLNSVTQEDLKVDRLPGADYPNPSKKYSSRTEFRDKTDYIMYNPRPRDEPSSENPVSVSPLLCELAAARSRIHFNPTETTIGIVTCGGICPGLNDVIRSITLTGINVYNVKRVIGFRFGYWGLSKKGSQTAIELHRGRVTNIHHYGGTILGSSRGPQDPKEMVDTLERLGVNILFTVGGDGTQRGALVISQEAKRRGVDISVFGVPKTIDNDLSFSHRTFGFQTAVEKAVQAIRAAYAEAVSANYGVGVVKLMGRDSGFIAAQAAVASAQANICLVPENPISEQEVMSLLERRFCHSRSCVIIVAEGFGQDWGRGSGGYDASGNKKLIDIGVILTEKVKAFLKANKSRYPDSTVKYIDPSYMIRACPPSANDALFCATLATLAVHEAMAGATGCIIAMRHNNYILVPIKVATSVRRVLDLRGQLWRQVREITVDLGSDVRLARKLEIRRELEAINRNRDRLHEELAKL
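Compounds were pin-transferred as a titration series up to 57 uM into substrate buffer (0.5 mM F6P, 0.1 mM ATP, pH 8.0), then 1.25 nM PFK was added and reactions ran 45 min before ADP-Glo detection.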
FLuc modulator = qHTS profiling assay for firefly luciferase inhibitor/activator using purifed enzyme and Km concentrations of substrates (counterscreen for miR-21 project); purified FLuc, Km substrates, luminescence inhibition; Potency, µM (top dose mostly 57.5 µM), without a hit: at the highest dose activity change, negative = inhibition, usual class: inhibitors; Luciferin 4-monooxygenase (Photinus pyralis), P08659; 6.9% of 360,000 active; AID 588342, 2011;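 further: potency means the concentration at half of the fitted maximal effect; plate controls were vehicle for no effect and reference inhibitor for full effect; nearly all actives have a fitted effect of over 55% in size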
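Purified P. pyralis luciferase, 10 nM final, with Km-level 10 uM D-luciferin and 10 uM ATP in 50 mM Tris acetate pH 7.5, 10 mM Mg acetate, 0.01% Tween-20, 0.05% BSA; 6-point qHTS titration about 60 µM downward; luminescence read.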
RORgamma inh = qHTS for inhibitors of ROR gamma transcriptional activity; Nuclear receptor ROR-gamma (Mus musculus), P51450; Drosophila S2 Gal4-RORgamma UAS-luciferase reporter, 20 h; Potency, µM (titrated, usually from 53.6 µM), for the others: at the top dose activity change, negative = inhibition, usual class: inhibitors; 5.4% of 310,000 active; AID 2551, 2010; further: potency means the concentration at half of the fitted maximal effect; on the % scale 0 is the no-effect control and ±100 the full control effect; nearly all actives have a fitted effect of over 60% in size
Target sequence (P51450 whole entry, looked up, the tested form may be a part): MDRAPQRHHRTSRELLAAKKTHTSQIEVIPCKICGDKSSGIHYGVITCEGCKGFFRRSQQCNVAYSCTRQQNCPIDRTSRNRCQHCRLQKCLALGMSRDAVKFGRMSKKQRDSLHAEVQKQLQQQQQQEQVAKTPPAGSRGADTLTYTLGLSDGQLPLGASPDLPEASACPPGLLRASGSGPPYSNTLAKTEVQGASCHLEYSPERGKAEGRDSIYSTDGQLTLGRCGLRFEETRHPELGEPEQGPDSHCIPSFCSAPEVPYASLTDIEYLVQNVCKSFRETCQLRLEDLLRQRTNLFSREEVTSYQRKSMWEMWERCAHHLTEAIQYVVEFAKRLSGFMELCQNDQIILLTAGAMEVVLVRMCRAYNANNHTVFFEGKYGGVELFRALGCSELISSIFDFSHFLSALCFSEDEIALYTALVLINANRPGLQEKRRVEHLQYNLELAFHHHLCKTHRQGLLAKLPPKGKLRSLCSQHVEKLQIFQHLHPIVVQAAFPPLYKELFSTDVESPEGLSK
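Luciferase reporter read in Schneider cells carrying Gal4-RORγ (mouse) and UAS-Photinus luciferase; cells given compound 1 h before 700 uM copper sulfate induction, then incubated 20 h at ambient temperature.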
Giardia kill = Small Molecules that selectively kill Giardia lamblia: qHTS; AID 540267, 2011; 0.15% of 340,000 active; activity change, % at 7.66 µM, hits read low; Giardia lamblia trophozoite viability; in the data active means activity change below about -80%; inconclusive means between about -30% and that limit;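 further: parasites exposed to compound for two days anaerobically before the ATP read; on the % scale 0 is the no-effect control and ±100 the full control effect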
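Anaerobic 48 hrs incubation at 37 deg C of 100 trophozoites/well with test compounds; ATPLite 1-Step luminescence, 15-30 min RT, reports cellular ATP as viability.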
* = called active by the depositor; ? = inconclusive; . = no result given; [ ] = remark or other dose. Unless noted, the call rests on the fitted dose curve; in most records, active means well fitted curve in the direction sought with a large enough effect; inconclusive means small, poorly fitted or top-dose-only effect, or another doubt; inactive means no such curve, though single readings can be large; an effect the other way counts as inactive or inconclusive.

SMILES | Rab9 promoter act | KCNH2 3.1 block | Gal4-VP16 FLuc | ELG1 genotox | Coupling enz | uPA surface inh | NPC1 prom act | Tb PFK inh | FLuc modulator | RORgamma inh | Giardia kill
O=C(NC1CC2CCCC(C1)N2Cc1ccco1)NC12CC3CC(CC(C3)C1)C2 (stereo not given) | -5% | -4 | 3% | -2% | 0 | 1% | -2% | 0% | 3% | 0% | -8
COc1ccc(C(=O)Nc2ccc(OCC(=O)N3CCOCC3)cc2)c(OC)c1OC | 7% | 12 | -8% | 11% | 0 | -3% | -1% | 2% | 13µM* | 14% | 11
CCOc1ccc(/C=N/NC(=O)c2cccc3ccccc23)c(OCC)c1 | -4% | 5 | -26% | 0% | 4 | 3% | -1% | 2% | 1% | -77% | -1
O=C(NC1CCCc2ccccc21)c1cc(Cl)ccn1 (stereo not given) | 1% | 8 | -6% | -24% | -3 | -2% | -2% | -3% | 0% | 7% | -10
COC1OC(COC(=O)c2ccccc2)C(OC(=O)c2ccccc2)C1OC(=O)c1ccccc1 (stereo not given) | -1%[1.84 µM] | -26 | 6% | -4% | -2 | 6% | -7% | -7% | 1% | 28% | -8
COc1cccc(OCC(=O)O/N=C(\N)c2ccncc2)c1 | 18% | 5 | -3% | ? | -1 | 0% | 20% | -1% | ? | 2% | 3
Cc1ccsc1/C=N/NC(=O)CSCc1ccc(Cl)cc1 | -5% | 2 | 10µM* | 0% | -34* | 9% | 3% | -5% | 0% | 11µM* | -21
O=C(Nc1ccccc1C(F)(F)F)c1cc2ccccc2o1 | 2.2µM* | 14 | -15% | 10µM* | -2 | ? | 2.5µM* | -6% | 3.4µM* | 18%[1.91 µM] | -22
COc1cc2c(cc1OC)CN(C(=O)/C=C/c1cccc([N+](=O)[O-])c1)CC2 | 2% | -8 | 7% | -11% | 1 | 3% | -2% | -1% | -2% | 41% | 2
CCCc1cc(=O)n2c([nH]c3ccccc32)c1C#N | ? | 10 | -22% | 1% | -1 | -28% | 20% | 0% | 6.7µM* | 12% | -6
CCOc1ccc(NC(=O)CSc2nc(=O)n(CCN3CCOCC3)c3c2CCCC3)cc1 | -6% | 15 | . | 1% | . | 0% | 1% | -3% | 5% | . | 7
CN1C(=O)c2ccccc2C(C(=O)O)C1c1cccc([N+](=O)[O-])c1 (stereo not given) | -5% | -6 | -2% | 0% | -1 | 0% | -3% | -6% | 4% | 4% | -10
COc1ccccc1C(=O)NCCC(=O)N(C)CC(=O)Nc1ccc(Cl)cc1 | 1% | 11 | . | 0% | . | 14% | 0% | -7% | 0% | . | -1
COC(=O)CSc1nnc(COc2ccc3ccccc3c2)o1 | -1% | 11 | -18% | 3% | 1 | 0% | 3% | 1% | ? | -2% | -20
Cc1cccc(OCc2nnc(SC(C)C(=O)O)n2-c2ccccc2)c1 (stereo not given) | 6% | -1 | 0% | 0% | 8 | -22% | -1% | 1% | 0% | 3% | -1

Some of these compounds in order of the uPA surface inh value, high to low.
SMILES	uPA surface inh
COc1cc2c(cc1OC)CN(C(=O)/C=C/c1cccc([N+](=O)[O-])c1)CC2	3%
O=C(NC1CC2CCCC(C1)N2Cc1ccco1)NC12CC3CC(CC(C3)C1)C2 (stereo not given)	1%
CN1C(=O)c2ccccc2C(C(=O)O)C1c1cccc([N+](=O)[O-])c1 (stereo not given)	0%

Single records, from the list above:
`O=C(NC1CC2CCCC(C1)N2Cc1ccco1)NC12CC3CC(CC(C3)C1)C2` (stereo not given) as listed: Rab9 promoter act = -5%; KCNH2 3.1 block = -4; Gal4-VP16 FLuc = 3%; ELG1 genotox = -2%; Coupling enz = 0; uPA surface inh = 1%; NPC1 prom act = -2%; Tb PFK inh = 0%; FLuc modulator = 3%; RORgamma inh = 0%; Giardia kill = -8
`Cc1ccsc1/C=N/NC(=O)CSCc1ccc(Cl)cc1` as listed: Rab9 promoter act = -5%; KCNH2 3.1 block = 2; Gal4-VP16 FLuc = 10µM*; ELG1 genotox = 0%; Coupling enz = -34*; uPA surface inh = 9%; NPC1 prom act = 3%; Tb PFK inh = -5%; FLuc modulator = 0%; RORgamma inh = 11µM*; Giardia kill = -21
`CN1C(=O)c2ccccc2C(C(=O)O)C1c1cccc([N+](=O)[O-])c1` (stereo not given) as listed: Rab9 promoter act = -5%; KCNH2 3.1 block = -6; Gal4-VP16 FLuc = -2%; ELG1 genotox = 0%; Coupling enz = -1; uPA surface inh = 0%; NPC1 prom act = -3%; Tb PFK inh = -6%; FLuc modulator = 4%; RORgamma inh = 4%; Giardia kill = -10

New compounds follow.
SMILES | Rab9 promoter act | KCNH2 3.1 block | Gal4-VP16 FLuc | ELG1 genotox | Coupling enz | uPA surface inh | NPC1 prom act | Tb PFK inh | FLuc modulator | RORgamma inh | Giardia kill
Cc1ccccc1NC(=S)N(C)C1(c2ccccc2Cl)CCCCC1=O (stereo not given) | -40%[inhibitor] | -14 | -11% | 1% | 1 | . | 0% | -2% | 10% | ? | 1
Cc1n[nH]c(=O)nc1N1CCN(c2ccccc2)CC1 | 0% | -6 | -10% | 8% | 0 | -4% | -4% | 13% | -4% | -30% | -1
CCOC(=O)c1ccc(NC(=O)c2ccc(CN3CCOCC3)cc2)cc1 | -31%[inhibitor] | -8 | 2%[0.365 µM] | ? | 3 | -2% | -21% | -3% | -19% | ? | 36[activator]
O=C(CSc1cccc[n+]1[O-])NC(=O)c1ccc(OC(F)F)cc1 | -2% | 1 | 8% | 0% | 0 | 2% | -11% | -2% | -2% | -10% | 12
CC(C)Nc1nc2c(c(=O)n(C)c(=O)n2C)n1C | 1% | 1 | -10% | 0% | 1 | ? | -1% | 1% | -1% | 14% | 0
C=CCNCCOCCSc1ccc(Cl)cc1 | -5% | -3 | -7% | -2% | 0 | -5% | -3% | -22% | -1% | -3% | 16
Brc1ccc(-n2cc(-c3ccccc3)c3c(NN4CCOCC4)ncnc32)cc1 | -1% | -23 | ? | 0% | 0 | 8% | 0% | 0% | 6% | 6.3µM* | 18
Cc1cc(C(=O)NC2CCN(Cc3ccccc3)CC2)n[nH]1 | -7% | -3 | -5% | 0% | 4 | 6% | 1% | 1% | 1% | -8% | 0
CN(Cc1cccc([N+](=O)[O-])c1)Cc1cccc2ccccc12 | 0% | 7 | -3% | -1% | 2 | 2% | 0% | 2% | -6% | 7% | -20
CCOc1ccc(CCNC(=O)Cn2cccc2C(=O)c2ccccc2)cc1OCC | -5% | -3 | -1% | -4% | 3 | -8% | -37%[inhibitor] | 0% | 0% | 10% | 17
COc1ccc2oc(C(=O)NCCC(C)C)c(C)c2c1 | ? | -10 | -18% | ? | 0 | -3% | 3.2µM* | 2% | 3.4µM* | -27% | -20
Cc1cc(C)c2c(c1)-c1c(ssc1=S)C(C)(C)N2C(=O)CN1C(=O)c2ccccc2C1=O | 0% | 5 | 1% | -4% | -4 | ? | -7% | -11% | 0% | -8% | 33[activator]
Cc1ccc(-c2nnn(CC(=O)N(c3ccccc3)C(C(=O)NC3CCCC3)c3ccco3)n2)o1 (stereo not given) | -1% | -8 | -1% | 6% | 2 | -5% | -1% | -3% | 2% | 3% | -3
Oc1ccccc1N1CCN(C(=S)Nc2ccc(SC(F)F)cc2)CC1 | -2% | 0 | 2% | -8% | -1 | -10% | -5% | 1% | -1% | -9% | -1
Cc1cc(C)cc(NC(=O)Nc2cc(S(=O)(=O)N(C)C)ccc2C)c1 | -5% | -2 | -2% | -3% | 4 | 4% | 0% | 0% | ? | 20% | -10
O=C(COC(=O)c1ccccc1NCCO)NCC1CCCCC1 | 13% | 1 | . | 13% | . | -7% | 22% | 14% | -3% | . | ?
COc1ccc(/C(O)=C2/C(=O)C(=O)N(CCN(C)C)C2c2ccc(OC)c(OC)c2)c(C)c1 (stereo not given) | -2% | -18 | 0% | -1% | 0 | -3% | -1% | 1% | 1% | -2% | 16
O=C(N/N=C/c1cc2c(cc1[N+](=O)[O-])OCO2)c1ccc2c(c1)OCO2 | 5% | -2 | 2% | 0% | -5 | -2% | 3% | 2% | ? | 17% | -14
